Bioassay records as filed in PubChem.
BCR signal inh: qHTS Assay to Find Inhibitors of Chronic Active B-Cell Receptor Signaling | Potency, µM (top dose mostly 46.1 µM), for the others: at the highest dose ratio change, negative = lower green/red ratio, hits mostly inhibitors | ABC-DLBCL IkBa-CBG/CBR reporter, luminescence ratio, 4 h | AID 493014, 2011 | 0.05% of 340,000 active; active = well fitted inhibition curve with a large enough effect in the signal ratio, with a control signal flat, not every such curve was filed as active; inconclusive = small, poorly fitted or top-dose-only effect, or effect the other way, or a change in a side signal; the % refers to the signal ratio;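 also: potency is read from the fitted curve at half-maximal effect; plate controls were basal doxycycline-induced cells for no effect and cells given 10 µM MG132 for full effect; MG132 reads +100%, hits lower the ratio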
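Concentration-response series (up to 46 uM) were applied to TMD8 dual-reporter cells for 4 h at 37C with doxycycline. Green/red ratio, after filter-overlap correction, defined %Activity; red signal alone was normalised to basal cells and zero luminescence.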
Coupling enz: qHTS Assay for Inhibitors of Fructose-1,6-bisphosphate Aldolase from Giardia Lamblia: Coupling assay counterscreen; coupling enzyme system counterscreen, AmpLite Red fluorescence; activity change, negative = inhibition, % at 58.2 µM, hits read low; 0.67% of 290,000 active; AID 2472, 2010; in the data active = activity change below about -30%; also: % is scaled to controls: 0 for no effect and ±100 for the full control effect
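Activity here indicates interference with the coupling reaction, not aldolase inhibition. Compounds at 57.5 uM final met coupling enzymes for 10 min at RT; substrate and AmpLite Red detection followed, with a 525/598 nm fluorescence read after 20 min.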
S-ASM inh: Inhibitors of Secretory Acid Sphingomyelinase (S-ASM): qHTS | Sphingomyelin phosphodiesterase (Homo sapiens), P17405 | placental ASM, HMU-PC fluorogenic substrate, 60 min | Potency, µM (highest dose often 57.5 µM), for the others: at the highest dose activity change, negative = inhibition, actives largely listed as inhibitors | 0.006% of 340,000 active | AID 504937, 2011; also: potency is read from the fitted curve at half-maximal effect
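Human placenta-derived ASM enzyme was preincubated with compound for 10 minutes at room temperature, then given fluorogenic substrate HMU-PC0 (9 uM final) for 60 minutes at 37 °C; a pH 10 stop preceded fluorescence reading at Ex 386/Em 447 nm.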
a7 integrin act: qHTS for Activators of Integrin-Mediated Alleviation for Muscular Dystrophy; alpha7betagal myoblasts, beta-gal FDG fluorescence, 48 h; Potency, µM (highest dose often 38.3 µM), inactives show top-dose activation, hits mostly activators; 0.064% of 350,000 active;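 also: potency is read from the fitted curve at half-maximal effect; 100% = response of the positive control SU9516; nearly all actives have a fitted effect of over 60% in size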
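alpha7betagal+/- myoblasts (passage 13, 250/well) treated 48 h at 37C with compounds at 1:260 dilution of DMSO stock. Lysed, then beta-galactosidase activity read as FDG fluorescence (ex 480/em 540) after 30 min, with pre-read for autofluorescence.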
PTAP TSG101 blk: qHTS Assay for Iinhibitors of HIV-1 Budding by Blocking the Interaction of PTAP/TSG101 | Tumor susceptibility gene 101 protein (Homo sapiens), Q99816 | AID 493005, 2010 | Fluorescence polarization, FITC-PTAP peptide / Tsg101 binding | Potency, µM (top dose mostly 115 µM), for inactives: at the top dose activity change, negative = inhibition, actives largely listed as inhibitors | 340,000 tested, under 10 active; active = well fitted inhibition curve with a large enough effect in the main read-out, with a control signal flat, not every such curve was filed as active; inconclusive = small, poorly fitted or top-dose-only effect, or effect the other way, or a change in a side signal; inactive = no such curve, though single readings can be large or run the other way; also: potency is read from the fitted curve at half-maximal effect; % of control where 0% means no effect
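FP read-out: FITC-PTAP peptide, 50 nM final, binding Tsg101 binding domain, 10 uM final; 20 min, r.t.; 10 mM HEPES pH 7.5, 0.15 M NaCl, 0.01% Tween 20, 3 mM EDTA, 0.1 mM TCEP.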
Tb PFK block: qHTS Assay to Find Inhibitors of T. brucei phosphofructokinase; T. brucei PFK, ADP-Glo luminescence; Potency, µM (doses to about 57.5 µM), for the others: top-dose activity, negative = inhibition, actives largely listed as inhibitors; 0.17% of 330,000 active;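 also: potency is read from the fitted curve at half-maximal effect; 0% = uninhibited 1x PFK enzyme wells and -100% = no-enzyme wells; nearly all actives have a fitted effect of over 60% in size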
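Activity is normalized to no-enzyme wells (full inhibition) and 1.25 nM enzyme wells (no inhibition). Reaction: 0.5 mM F6P, 0.1 mM ATP, 45 min RT, ADP-Glo luminescence; concentration-response curves fitted and classed by quality.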
Menin-MLL TR inh: qHTS Assay for Inhibitors Targeting the Menin-MLL Interaction in MLL Related Leukemias: Competition With Texas Red Labeled MLL-derived Mutant Peptide; O00255; Menin + Texas Red MLL mutant peptide, fluorescence polarization; Potency, µM (highest dose often 61.6 µM), inactives show at the top dose FP activity change, negative = inhibition, most hits filed as inhibitors; 0.23% of 270,000 active; AID 1768, 2009; active = well fitted inhibition curve with a large enough effect in the polarisation, with a control signal flat, not every such curve was filed as active; inconclusive = small, poorly fitted or top-dose-only effect, or effect the other way, or a change in a side signal; inactive = no such curve, though single readings can be large or run the other way; the % refers to the polarisation; also: potency is read from the fitted curve at half-maximal effect; % of control where 0% means no effect; many of its hits are not listed in these tables
B2AR arrestin: qHTS assay of beta-arrestin-biased ligands of beta2-adrenergic receptor. Beta-2 adrenergic receptor (Homo sapiens), P07550. beta-arrestin recruitment to beta2AR, cell-based reporter. AID 492947, 2010. Potency, µM (doses to about 46.1 µM), for inactives: top-dose activation, hits mostly activators. 0.02% of 330,000 active;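 also: potency is read from the fitted curve at half-maximal effect; 0% = DMSO controls and full agonism = EC100 isoproterenol or metaproterenol; nearly all actives have a fitted effect of over 65% in size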
Giardia kill: Small Molecules that selectively kill Giardia lamblia: qHTS; Giardia lamblia trophozoite viability; activity change, % at 7.66 µM, hits read low; 0.15% of 340,000 active; in the data active = activity change below about -80%; inconclusive = between about -30% and that limit;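 also: parasites exposed to compound for two days anaerobically before the ATP read; % is scaled to controls: 0 for no effect and ±100 for the full control effect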
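Giardia lamblia trophozoites (100 cells/well) were incubated with compounds for 48 h at 37 deg C under anaerobic conditions. Viability was read as ATP content by one-step luminescence after 15-30 min at room temperature.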
PKM2 act: qHTS Assay for Activators of Human Muscle isoform 2 Pyruvate Kinase | Pyruvate kinase PKM (Homo sapiens), P14618 | purified PKM2, Kinase-Glo ATP luminescence, activation; response scale: 0% is enzyme alone, no compound | Potency, µM (titrated, usually from 57.5 µM), without a hit: top-dose activation, most hits filed as activators | 0.34% of 260,000 active | AID 1631, 2009; also: potency is read from the fitted curve at half-maximal effect; % is scaled to controls: 0 for no effect and ±100 for the full control effect; nearly all actives have a fitted effect of over 55% in size
Target sequence (P14618 whole entry, looked up, canonical isoform): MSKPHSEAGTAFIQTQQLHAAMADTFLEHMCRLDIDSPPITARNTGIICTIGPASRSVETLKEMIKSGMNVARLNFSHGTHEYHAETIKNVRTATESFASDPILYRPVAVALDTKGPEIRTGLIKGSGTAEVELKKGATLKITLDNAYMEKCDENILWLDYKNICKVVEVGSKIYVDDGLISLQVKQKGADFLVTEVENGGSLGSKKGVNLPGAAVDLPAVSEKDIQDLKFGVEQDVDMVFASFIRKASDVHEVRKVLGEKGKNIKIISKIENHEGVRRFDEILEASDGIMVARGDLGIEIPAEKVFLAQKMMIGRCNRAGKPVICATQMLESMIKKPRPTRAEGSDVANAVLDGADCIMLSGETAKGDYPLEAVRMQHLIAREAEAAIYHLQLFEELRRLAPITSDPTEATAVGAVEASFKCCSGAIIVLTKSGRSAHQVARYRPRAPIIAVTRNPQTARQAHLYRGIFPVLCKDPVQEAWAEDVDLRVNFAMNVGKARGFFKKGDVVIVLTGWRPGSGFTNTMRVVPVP
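Purified hPK-M2 (>95% pure) converted ADP (0.1 mM final) to ATP with 0.5 mM PEP in 50 mM imidazole pH7.2, KCl, MgCl2, Tween 20, BSA; 1 h at room temperature. ATP detected by Kinase-Glo luminescence.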
GALK inh: qHTS Assay for Inhibitors of Human Galactokinase (GALK); P51570; Purified GALK, Kinase-Glo residual ATP luminescence; Potency, µM (top dose mostly 57.5 µM), for the others: at the top dose activity change, negative = inhibition, actives largely listed as inhibitors; 0.007% of 270,000 active; also: potency is read from the fitted curve at half-maximal effect; % is scaled to controls: 0 for no effect and ±100 for the full control effect
Target sequence (P51570 whole entry, looked up): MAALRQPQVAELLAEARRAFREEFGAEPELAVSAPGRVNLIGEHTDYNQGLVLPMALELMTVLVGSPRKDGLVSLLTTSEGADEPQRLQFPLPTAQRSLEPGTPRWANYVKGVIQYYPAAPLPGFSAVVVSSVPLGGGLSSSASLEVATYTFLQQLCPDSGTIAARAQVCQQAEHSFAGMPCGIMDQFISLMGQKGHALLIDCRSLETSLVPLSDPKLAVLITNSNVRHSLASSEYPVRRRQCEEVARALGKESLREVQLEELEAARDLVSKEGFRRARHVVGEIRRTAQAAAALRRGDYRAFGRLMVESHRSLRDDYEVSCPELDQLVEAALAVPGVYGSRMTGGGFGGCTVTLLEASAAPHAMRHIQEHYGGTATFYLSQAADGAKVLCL
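5 nM enzyme, 35 uM ATP, 100 uM galactose, 20 mM HEPES pH8.0, 5 mM MgCl2; 1 h RT; residual ATP by Kinase-Glo Plus luminescence, qHTS format.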
Active calls of the source: *; i = inactive; ? = inconclusive; · = not tested or not shown; [ ] = another dose, or the depositor's remark. Unless noted, calls follow the shape of the dose curve; as a rule, active = well fitted curve in the direction sought with a large enough effect; inconclusive = small, poorly fitted or top-dose-only effect, or another doubt; inactive = no such curve, though single readings can be large; an effect the other way counts as inactive or inconclusive. The list is partial; rates above refer to the full screens.

SMILES	BCR signal inh	Coupling enz	S-ASM inh	a7 integrin act	PTAP TSG101 blk	Tb PFK block	Menin-MLL TR inh	B2AR arrestin	Giardia kill	PKM2 act	GALK inh
COC(=O)C1=C(c2ccc(F)cc2OCc2ccccc2)C[C@@H]2CC[C@H]1N2C(=O)NCc1ccc(OC)c(OC)c1	?	·	-3%	-8%	-9%	4%	·	0.0%	4	·	·
c1cnc(N2CCNCC2)nc1	2%	-3	2%	·	3%	6%	5%	0.0%	3	2%	3%
Cc1ccc2c(c1)=NC(=O)/C(=C/c1c(O)[nH]c(=O)[nH]c1=O)C=2	-3%	2	42%[activator]	-6%	-3%	3%	·	-0.1%	-3	6%	-4%
Cc1ccsc1C(=O)C1CCCN(Cc2ccc(O)cc2)C1 (centres undefined)	-3%	-5	-5%	-25%	-1%	-6%	0%	0.1%	34[activator]	-2%	1%
Clc1ccc2scc(CN3CCCCC3)c2c1	?	-1	6%	1%	-8%	?	2%	-0.6%	0	3%	3%
CN1CCN(c2ccc([N+](=O)[O-])c(N/N=C3\CN4CCC3CC4)c2)CC1	-12%	0	-11%	-29%	-3%	0%	?	-0.3%	9	0%	1%
Cc1ccsc1C(=O)C1CCCN(Cc2cc(C(C)C)n[nH]2)C1 (centres undefined)	-9%	-7	4%	-1%	1%	-10%	-2%	-0.2%	1	0%	6%
COc1ccc(CNC(=O)CCC(=O)N2C[C@H]3C[C@H](C2)c2cccc(=O)n2C3)cc1	-2%	0	-1%	-16%	-2%	0%	2%	-0.3%	-20	-1%	·
COC(=O)C1=C(c2ccc(-c3ccccc3)c(F)c2)C[C@@H]2CC[C@H]1N2C(=O)N1CCC(C)CC1	?	·	-5%	-32%	-1%	-5%	·	3.5%	4	·	·
O=C1CN=C(c2ccc(Br)cc2)c2c(sc3c2CCCC3)N1CCN1CCCCC1	-1%	5	-3%	?	-2%	0%	?	4.6%	13	·	0%
CSc1nc2ccc(C)cc2c(=O)n1-c1cccnc1	-1%	3	0%	-3%	-7%	1%	·	-0.4%	8	7%	1%
CN1C2CCC1C(COC(=O)c1ccccc1)C(O)C2 (centres undefined)	-2%	0	5%	39%	-1%	1%	0%	-0.3%	-8	4%	0%
Cn1c(=O)cc(OCC(=O)N2CCC3(CC2)OCCO3)c2ccccc21	-8%	0	2%	0%	-9%	-7%	-17%	-0.4%	11	5%	4%
OCCNCCc1c[nH]c2ccc(OCc3ccccc3)cc12	-7%	-1	-4%	-65%[inhibitor]	0%	1%	-7%	-0.3%	-28	·	1%
COc1ccc(-n2nc(C(=O)NCC(=O)N3CCC4(CC3)OCCO4)c3ccccc3c2=O)cc1Cl	4%	0	0%	-5%	-3%	0%	-18%	-1.0%	6	0%	1%
CCOC(=O)c1c(N)n(Cc2ccc(OC)cc2)c2nc3ccccc3nc12	?	-6	·	·	·	-3%	18%	-0.4%	·	3%	2%
COc1cc(OC)c(OC)cc1CNCCc1ccc2c(c1)OCO2	0%	0	-1%	-73%[inhibitor]	-8%	-3%	0%	-0.2%	6	0%	3%
COC(=O)C1=C(c2cccc(OCc3ccccc3)c2)C[C@@H]2CC[C@H]1N2C(=O)NCc1ccc(Br)cc1	-2%	·	-10%	16%	-2%	5%	·	0.3%	-14	·	·
O=C(Nc1ccc(Cl)c(C(F)(F)F)c1)NC1CC2CCCC(C1)N2Cc1ccccc1 (centres undefined)	2%	2	-5%	-66%[inhibitor]	-4%	-4%	19%	-0.2%	7	-2%	-1%
CN1CCN(c2ccc(C(N)=O)cc2[N+](=O)[O-])CC1	1%	0	0%	-5%	0%	3%	0%	-1.5%	8	3%	2%
CC(C)c1onc(C(=O)N2CCC3(CC2)OCCO3)c1[N+](=O)[O-]	2%	·	4%	-18%	-9%	1%	·	-1.0%	21	·	-5%
C#CC1(O)CCC2C3CCC4=C/C(=N/OCC(=O)NCC(=O)NC(C(=O)O)C(C)C)CC[C@]4(C)C3CC[C@@]21C (some centres undefined)	1%	1	0%	?	-8%	-15%	4%	-0.3%	-5	·	3%
Nc1cc(C(=O)Nc2ccc(Cl)cc2)ccc1N1CC2CC(C1)c1cccc(=O)n1C2 (centres undefined)	5%	·	-6%	8%	-9%	-3%	·	-0.1%	-13	·	-1%
COc1ccc2ccccc2c1CNCCc1ccccc1	0%	2	1%	-32%	-2%	-3%	-26%	-0.4%	0	9%	4%
COc1cccc(N2C(=O)/C(=C/c3ccc(C)o3)C(=O)NC2=S)c1	-2%	1	-7%	-26%	1%	-1%	?	-0.7%	-12	·	·
FC(F)(F)c1cccc(NC2=NCCCS2)c1	6%	0	4%	?	-4%	-1%	-2%	-0.2%	2	-4%	-3%
O=C1CN=C(c2ccccc2)c2cc(Br)ccc2N1Cc1cc(=O)n2ccccc2n1	1%	0	2%	8%	-5%	3%	-13%	-0.5%	?	6%	1%
Cc1c(N=Cc2c(O)n(Cc3ccc(F)cc3)c(=O)[nH]c2=O)c(=O)n(-c2ccccc2)n1C	?	5	2%	24%	0%	0%	-4%	0.2%	0	-7%	1%
CC(=O)c1ccc(OC(NC(=O)c2ccco2)C(Cl)(Cl)Cl)cc1 (centres undefined)	-4%	1	4%	-10%	-9%	7%	?	0.0%	8	-1%	0%
CCCCCCC(=O)N/N=C/c1c(O)n(C2CC2)c(=S)[nH]c1=O	0%	8	-1%	10%	-2%	0%	·	0.9%	2	11%	-1%
CN1CC=C(c2c[nH]c3ccccc23)CC1	-7%	1	22%	-11%	-2%	-9%	-20%	5.0%	-4	-3%	0%
O=c1[nH]c(=S)[nH]c(O)c1N=Nc1ccc(-c2ccccc2)cc1[N+](=O)[O-]	7%	4	·	·	·	-16%	?	-0.3%	·	-32%	1%
CN1CCN(c2cc(N3CCCCCC3)c(F)cc2[N+](=O)[O-])CC1	?	0	-9%	-47%[inhibitor]	-2%	-7%	-9%	-0.2%	-14	1%	2%
COc1cc(/C=C/c2nc3ccccc3c(=O)n2-c2cccc(O)c2)ccc1O	-23%	1	-14%	0%	0%	17%	·	-0.7%	9	?	·
CN1CCN(c2cc(N3CCCC3)c([N+](=O)[O-])cc2F)CC1	5%	-2	-19%	13%	-5%	0%	-15%	0.5%	5	0%	1%
O=C(OCc1ccc(Cl)c(Cl)c1)c1ccccn1	-8%	3	0%	2%	-2%	?	-17%	0.5%	-14	4%	-1%
Oc1ccccc1CN(CCc1ccccc1)Cc1ccccc1	?	2	-4%	19%	-9%	-1%	-9%	-0.3%	29	-2%	-3%
CCN(CC)CCN=Cc1c(O)n(CCc2ccccc2)c(=O)[nH]c1=O	-1%	0	2%	12%	-1%	?	·	-0.3%	6	1%	0%
C=CCn1c(O)c(C(C)=NC2CCN(Cc3ccccc3)CC2)c(=O)[nH]c1=O	-7%	2	6%	-25%	-11%	-2%	·	-0.1%	-4	0%	4%
COc1ccc(Cn2c(N)c(C(=O)NCc3ccco3)c3nc4ccccc4nc32)cc1OC	?	-9	i	-61%[inhibitor]	0%	2%	?	-0.5%	-7	3%	-2%
CCOP(=O)(Cc1ccc(C(=O)CC)o1)OCC	7%	2	-1%	32%	-3%	3%	·	0.2%	6	5%	-4%
C[C@]12CCC3C(CC[C@H]4C[C@@H](O)CC[C@]34C)C1CC[C@@H]2OC(=O)[C@H](N)CCCCN (some centres undefined)	-17%	·	1%	-20%	-2%	0%	·	-1.0%	-20	·	·
CC(=NC1CCN(Cc2ccccc2)CC1)c1c(O)n(C)c(=O)n(C)c1=O	3%	-1	-3%	3%	-7%	2%	0%	-0.3%	5	4%	1%
